PriA SSB inh – K. pneumoniae PriA-SSBct interaction inhibition; AID 1272365; AlphaScreen SSBct-PriA binding, biotinylated peptide; inhibition, % at 33 µM; actives 0.6% (n = 430,000); in the data active = inhibition mostly above about 37%, no sharp cut-off; inactive = mostly below about 20%;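 also: plate controls were negative control peptide for no effect and reference peptide for full effect; strong numbers were not always called active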
The depositor's hits bear a star; & = joins results of further samples. Some of the compounds tested; rates above refer to the full screens.

Molecule | PriA SSB inh
CCC(Sc1ccc(NC(=O)c2cccc(F)c2)nn1)C(=O)OC (stereo not given) | -8.0
Cc1ccc(NC(=O)CS(=O)(=O)c2ccc(Cl)s2)cc1F | -2.0
CC(C)C(NC(=O)COc1ccc2ccccc2c1)C(=O)NN=C/C=C/c1ccccc1 (stereo not given) | -14.8
O=S(=O)(NCC1(Sc2ccccc2)CCOCC1)c1ccccc1Cl | -8.0
COc1cccc2cc(-c3csc(NC(=O)C4CCCN4S(=O)(=O)c4ccc(Cl)s4)n3)oc12 (stereo not given) | 5.0
CC(=NN1CCN(Cc2ccccc2)CC1)c1ccco1 | -14.4
O=C(c1ccsc1)N1CC(N2C(=O)CCC2=O)C1 | -16.0
O=C(NCc1ccccc1)N1CCN(CCn2cccn2)CC1 | -3.0
Cc1cc(-c2n[nH]c(=S)n2N=Cc2ccc(Br)s2)n[nH]1 | 2.2
COc1ccc(C(=O)NNC(=O)c2ccc(=O)n(Cc3ccccc3)c2)cc1OC | 7.0
Cc1cc(=O)n(CCNC(=O)COc2cccc3ccccc23)cn1 | -9.0
CCSc1ccc(C(=O)N2CC(=O)Nc3ccccc32)cc1 | -9.0
O=C(Nc1nc(C(c2ccccc2)c2ccccc2)cs1)C12CC3CC(CC(Br)(C3)C1)C2 | -16.0
O=C(c1ccccc1Cl)N1CCN(S(=O)(=O)c2cc3c4c(c2)CCN4C(=O)CC3)CC1 | -10.0
CCN(CC)c1ccc(C=NNC(=S)NCc2ccccc2)c(O)c1 | -1.7
O=C(Nc1ccc2scnc2c1)c1ccc2ccccc2c1 | -11.0
CCOc1ccc(NC(=O)CSc2ccc(NC(=O)C(C)C)nn2)cc1 | -2.0
CCOC(=O)CCCN1C(=O)c2cccc3cccc(c23)C1=O | -10.0
Cc1cccc(COc2ccc(C=NNC(=O)c3nnn(-c4nonc4N)c3C)cc2)c1 | -0.2
COC(=O)C1CC(Oc2ccccc2F)CN1C(=O)c1nc2ccccc2s1 (stereo not given) | 11.0
O=C(Nc1ccc([N+](=O)[O-])cc1)Nc1ccc2c3c(cccc13)CC2 | 38.0*
CC(=NNC(=O)c1ccoc1C)c1ccccc1O | 2.2
Cc1nn(C2CCS(=O)(=O)C2)c2nc(-c3ccco3)cc(C(=O)NCC3CCCO3)c12 (stereo not given) | 5.0
COc1ccc(F)cc1S(=O)(=O)NCC(c1cccs1)N1CCc2ccccc2C1 (stereo not given) | -25.0
O=C(NCCc1nc(C2CC2)cc(C(F)(F)F)n1)C1CC1 | -2.0
CNC(=O)c1ccsc1NC(=O)C1=COCCO1 | -14.0
O=C(Nc1ccc2c(c1)CN(C(=O)C1CC1)CC2)C1CCCC1 | -7.0
C[C@](O)(CNC(=O)N1CCN(S(C)(=O)=O)C1=O)c1cc2ccccc2s1 | -3.0
COc1ccc(CCNC(=O)Cn2cnc(-c3ccc(OC)cc3)cc2=O)cc1 | -15.0
CCc1ccc(NC(=O)Cn2c(=O)n(CCCCC(=O)NCCC(C)C)c(=O)c3ccccc32)cc1 | 7.0
COc1ccccc1C1(CNC(=O)C(=O)Nc2ccc(N3CCCS3(=O)=O)cc2)CCOCC1 | -19.0
CC(=O)Nc1cccs1 | -15.0
COc1nn(C)cc1C(=O)NCCn1nc(-c2cccs2)n(C2CC2)c1=O | -2.0
COc1ccc(C2(CNC(=O)Cc3cccs3)CCCC2)cc1 | 0.0
CN(C)[C@@H](CNC(=O)C(=O)Nc1ccc2c(c1)OCO2)c1cccs1 | 1.0
CN1CCc2cc(C(CNC(=O)Nc3ccc(F)cc3)N(C)C)ccc21 (stereo not given) | 19.0
Cn1cc(C(=O)Nc2ccc3c(c2)N(C(=O)C2CCCC2)CC3)nn1 | -12.0
CCOC(=O)c1ccc(NC(=O)CC2CSc3nc4[nH]ncc4c(=O)n32)cc1 (stereo not given) | -5.0
O=C(NCC1CCN(C(=O)c2ccoc2)CC1)C(=O)NCC(F)(F)F | -9.0
Cc1ccc(S(=O)(=O)N=C2NC(=O)/C(=C/c3ccccn3)S2)cc1 | -4.7
O=C(/C=C/c1cccc([N+](=O)[O-])c1)c1cccnc1 | -17.0
Cc1ncc(CO)c(C=NNC(=S)Nc2ccc(Cl)c(Cl)c2)c1O | 1.5
COc1ccc(-c2ccc(=O)n(CCCC(=O)NCc3ccc(F)cc3)n2)cc1OC | -12.0
CSC(N)=NN=Cc1c(O)ccc2ccccc12 | -16.3
Cc1nc(-n2cccc2)sc1C(=O)O | 18.0
O=C(c1ccc(=O)[nH]n1)N1CCCC(Cc2nc(-c3ccccc3F)no2)C1 (stereo not given) | -12.0
CC1C(=O)NCCN1C(=O)CSc1ccc(Cl)cc1 (stereo not given) | -2.0
Cc1ccsc1C=C1C(=O)NC(=O)NC1=O | 8.0
O=C(CCC1=NS(=O)(=O)c2ccccc2N1)NCCc1c[nH]c2ccccc12 | 10.0
CN(C)S(=O)(=O)c1ccc(C(=O)NCc2nnc(SCc3ccc(C(F)(F)F)cc3)o2)cc1 | -10.0

Fetched by compound from the entries so far, two records:
Molecule | PriA SSB inh
O=C(/C=C/c1cccc([N+](=O)[O-])c1)c1cccnc1 | -17.0
CN(C)S(=O)(=O)c1ccc(C(=O)NCc2nnc(SCc3ccc(C(F)(F)F)cc3)o2)cc1 | -10.0

Remaining list, next part.
Molecule | PriA SSB inh
CCOC(=O)Cc1csc(NN=Cc2ccccc2OC)n1 | 4.2
Cc1nccn1CC(=O)NN=Cc1c[nH]c2ccccc12 | -5.2
CC(=NNC(=O)C1CCCC1)c1ccc(Cl)c(Cl)c1 | 1.8
O=C1CCCN1c1ccc(CSc2n[nH]c(=O)c3cc(-c4ccc(F)cc4)nn23)cc1 | -5.0
C=CCc1cc(C=NNC(=O)CSc2nnc(CCCc3ccc(OC)cc3)o2)cc(OC)c1O | -11.3
O=C(NC[C@H](O)c1ccc2c(c1)CCO2)c1ccc2nsnc2c1 | -4.0
O=C(Cc1ccc(F)cc1)NCCC(O)c1ccccc1 (stereo not given) | 3.0
CC(C)C(=O)NNC(=O)c1ccc(=O)n(Cc2ccc(Cl)cc2)c1 | 13.0
O=C(COc1ccccc1)Nc1ccc(-c2ccc(N3CCCCC3)nn2)cc1 | -5.0&-1.0
CCOC(=O)c1c(NC(=O)c2ccc3ncsc3c2)sc2c1CCN(C(=O)OCC)C2 | -21.0

Going on with the list:
SMILES,PriA SSB inh
CS(=O)(=O)N1CCCC(C(=O)N(Cc2ccccc2)Cc2ccccc2)C1 (stereo not given),-8.0
CCCOc1ccc(C(O)=C2C(=O)C(=O)N(c3ccccn3)C2c2ccccc2F)cc1C (stereo not given),-9.9
Nn1c(SCC(=O)Nc2ccc3c(c2)OCO3)nnc1-c1cccs1,12.0
COc1ccc(C)cc1S(=O)(=O)N1CCN(Cc2nc(C(C)(C)C)cs2)CC1,5.0
CCOC(=O)c1oc2ccc(C=NO)c(Cl)c2c1C,-14.6
O=C(CSc1ncccn1)Nc1ncc(Cc2cccc([N+](=O)[O-])c2)s1,-4.0
CC(=NNc1c([N+](=O)[O-])c(C)nn1C)c1ccc(F)cc1F,-15.2
COc1ccc(Cl)cc1NC(=O)C(=O)NCc1ccc(C(=O)c2ccsc2)s1,3.0
COc1ccccc1-c1ccc(N2CCN(S(=O)(=O)c3cccs3)CC2)nn1,-6.0&2.0
CC(C)=NOC(=O)c1cn(-c2ccccc2)nc1-c1ccc(F)cc1,1.0
c1nc(NC2CCCCCCCCCCC2)c2cn[nH]c2n1,-6.0
CCC(=NNC(=O)c1c(C)nc2ccccn12)c1ccccc1,5.8

Compounds shown so far that contain a nitro group on carbon:
SMILES,PriA SSB inh
O=C(Nc1ccc([N+](=O)[O-])cc1)Nc1ccc2c3c(cccc13)CC2,38.0*
O=C(/C=C/c1cccc([N+](=O)[O-])c1)c1cccnc1,-17.0
O=C(CSc1ncccn1)Nc1ncc(Cc2cccc([N+](=O)[O-])c2)s1,-4.0
CC(=NNc1c([N+](=O)[O-])c(C)nn1C)c1ccc(F)cc1F,-15.2

Further compounds
SMILES,PriA SSB inh
O=S(=O)(c1cccc(F)c1)N1CCC(Cc2ccccc2)CC1,-26.0
O=C(NCc1cccs1)C(=O)NCC(c1cccc2ccccc12)N1CCCC1 (stereo not given),0.0
COCC(=O)Nc1ccc2c(c1)CCN2C(C)=O,-7.0
COc1cc(C(=O)NCC2CCN(c3ccccn3)CC2)cc(OC)c1OC,-4.0
O=C(NCc1cncc(-c2ccsc2)c1)[C@@H]1COc2ccccc2O1,-6.0
COc1ccccc1-c1ccc(N2CCCC(C(=O)Nc3ccccc3-c3ccc(=O)[nH]n3)C2)nn1 (stereo not given),-2.0
O=C(NCC1CCN(c2ncccn2)CC1)Nc1cccs1,-4.0
Cc1nc(-c2ccccc2NC(=O)Nc2ccccc2Cl)cs1,-10.0
Cc1ccc(-n2ccnc(SCC(=O)NCCc3ccccc3)c2=O)cc1Cl,-4.0&5.0
O=C(Nc1c(C(=O)c2ccc3c(c2)OCCO3)oc2ccccc12)c1ccco1,-26.0
COCCN(Cc1ccoc1)S(=O)(=O)c1cccc(C(F)(F)F)c1,-3.0
CCCN1C(=O)C2ON(c3ccccc3)C(c3ccncc3)C2C1=O (stereo not given),-13.0
O=C(C1CCCN1S(=O)(=O)c1ccc(Cl)s1)N(Cc1ccccn1)c1nc2ccc(F)cc2s1 (stereo not given),0.0
CCSc1[nH]c2ccccc2c(=O)c1C(=O)OC,-18.0
CCNC(=O)c1csc(NC(=O)c2cccs2)n1,-6.0
O=S(=O)(N=C(Nc1ccccc1F)c1ccccc1)c1ccccc1,-13.0
O=C(/C=C\c1ccc2c(c1)OCO2)NCCn1ncc2c(=O)n(Cc3cccc4ccccc34)cnc21,-1.0
O=C(C1CC1)N1CCC(Cn2cnc3ccccc32)CC1,-4.0
CC1CN(c2ncc(C=NNC(=O)c3ccccc3O)s2)CC(C)O1 (stereo not given),-15.5
Cc1nn(S(=O)(=O)N2CCCC2)c(C)c1C,-11.0
COc1ccc(/C=C/C(=O)Oc2ccc(C=NNC(=O)c3ccccc3)cc2)cc1OC,7.8
COc1ccc2c(=O)c(Oc3ccc(C(=O)NCc4ccco4)cc3)c(C)oc2c1,-2.0&1.0
Cc1nnc(-c2cc3ccccc3[nH]2)o1,2.0
COc1ccc(/C=C2/SC(=S)N(NC(=O)c3csc4c3CCCC4)C2=O)cc1,-10.0
Cn1nc(C(=O)OCc2cc(-c3ccc(F)cc3F)on2)ccc1=O,-4.0
CN(C)CCCCNCCCNC(=O)C=NO,-7.5
Cc1ccc(NC(=O)CSc2nc(N3CCc4ccccc4C3)nc3ccccc23)cc1Cl,-20.0
CC(C)n1c([C@H]2CC(=O)N(C(C)(C)C)C2)nc2ccccc21,-21.0
Cc1ccc2nc(NCC3CCCO3)sc2c1 (stereo not given),7.0
CSC1CCN(C(=O)NCc2ccc(Cl)cc2)C1 (stereo not given),9.0
CCCn1cc(SCC(=O)Nc2ccc(C)c(Cl)c2)c2ccccc21,-26.0
COc1ccc(C2C3=C(CC(C)(C)CC3=O)N=C(SC)C2C#N)cc1OC (stereo not given),-10.0
O=C(Nc1cc(Cl)c(Cl)cc1Cl)c1cccn(OCc2ccc(F)cc2)c1=O,-5.0
O=S(=O)(NCC[C@@H](CCO)c1ccccc1)c1ccc(OC(F)(F)F)cc1,-11.0
Cn1nc(C(=O)Nc2ccc(F)c(F)c2)ccc1=O,-11.0
CCOc1ccc(-c2ccc(=O)n(Cc3nc(-c4ccc(Br)cc4)no3)n2)cc1,2.0
COC(=O)c1ccc2c(=O)n(CCCC(=O)NC(C)c3ccccc3)c(=S)[nH]c2c1 (stereo not given),2.0
COc1ccc(Cl)cc1NC(=O)Cn1nc(C2CC2)c2cnn(-c3ccccc3)c2c1=O,6.0
Cc1cc(NC(=O)c2cn(-c3ccc(C#N)cc3)cn2)ccc1Br,-3.0
O=C(NN=Cc1ccccc1C(=O)O)C(=O)N1CCCCC1,-2.5
NC(=NOC(=O)CC1CCCCC1)c1ccccn1,7.1
NC(=NOC(=O)C1CCCCC1)c1ccncc1,-6.8
O=C(c1c(F)cccc1Cl)N1CCN(c2ccc(-c3cccs3)nn2)CC1,9.0
O=C(NCCCS(=O)(=O)N1CCN(c2ncccn2)CC1)c1cc(=O)c2ccccc2o1,-19.0
CS(=O)(=O)c1cccc(-c2nnc(NC(=O)c3ccc(S(=O)(=O)N4CCCCCC4)cc3)o2)c1,-6.0
O=C(Nc1ccccc1)N1CCN(C2CC2)CC1Cc1ccccc1 (stereo not given),-12.0
O=C(NCCn1ncc2c(=O)n(Cc3cccc([N+](=O)[O-])c3)cnc21)c1ccc([N+](=O)[O-])o1,16.0
O=C(CN1C(=O)/C(=C/C=C/c2ccccc2)NC1=S)Nc1cccc(C(F)(F)F)c1,-8.0
CC(C)c1nnc(C2CCN(CC(=O)Nc3ccc4c(c3)OCO4)CC2)o1,-12.0
CCOC(=O)CC(=O)CSc1c(C)cnc2c1c(=O)n(C)c(=O)n2C,11.0
Cc1ccc(C=NNC(=O)Cc2ccc(Cl)cc2)c(O)c1,-3.2
CC(C)c1ccc(NC(=O)CSc2nc3[nH]ncc3c(=O)n2-c2cccc(Cl)c2Cl)cc1,13.0
Cc1cc(C(=O)Nc2nccs2)on1,-7.0
Cc1ccc(C=NNC(=O)c2c[nH]c3ccccc23)s1,14.4
O=C(CSc1ncc(-c2cccc(Br)c2)o1)NCc1ccc2c(c1)OCO2,-4.0
COc1ccc(Cl)cc1C(=O)N1CCSC(c2ccccc2C)CC1 (stereo not given),5.0
Cn1c(C(F)(F)F)nn(CCNC(=O)c2csc(-c3ccccc3)n2)c1=O,-19.0
O=C(NCc1ccccc1Cl)c1ccc(S(=O)(=O)N2CCCC2)o1,-13.0
O=C1C[C@H](c2noc(Cc3cccs3)n2)CN1CCc1ccccc1,-16.0
COC1(CNC(=O)CCc2ccc(C(F)(F)F)cc2)Cc2ccccc2C1,2.0
CN1CCc2nc(NC(=O)c3ccc4c(c3)OCCO4)sc2C1,-11.0&14.0
COc1ccccc1-c1ccc(=O)n(CC#N)n1,2.0
Cc1ccc2occ(C=NNC(=O)c3ccccc3O)c(=O)c2c1,6.4
